aSyn yeast inh: qHTS of alpha-syn Inhibitors | Yeast expressing alpha-synuclein, growth rescue, BacTiter-Glo, 24 h | Potency, µM (doses to about 46.1 µM), for inactives: at the top dose growth rescue (activation), most hits filed as activators | 370,000 compounds, 0.14% hits; further: potency means the concentration at half of the fitted maximal effect; % of control where 0% means no effect; nearly all actives have a fitted effect of over 65% in size
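Readout is rescue of growth in alpha-synuclein-expressing yeast, so inhibitors of toxicity appear as activators. Growth after 24 hr at 30 deg C in galactose medium is quantified by luminescence.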
GLP1R ag: qHTS of GLP-1 Receptor Agonists; Glucagon-like peptide 1 receptor (Homo sapiens), P43220; HEK293 GLP-1R CRE-luciferase, luminescence, 4-6 h; cells express a hypersensitive GLP-1R form; Potency, µM (titrated, usually from 45.6 µM), inactives show top-dose activation, usual class: activators; 380,000 compounds, 0.007% hits; further: potency means the concentration at half of the fitted maximal effect; % of control where 0% means no effect
GLP1R inv ag: qHTS of GLP-1 Receptor Inverse Agonists (Inhibition Mode); HEK293 GLP-1R CRE-luciferase, luminescence, 24 h; GLP-1R form is constitutively active; Potency, µM (top dose mostly 38.3 µM), for inactives: top-dose activity change, negative = inhibition, usual class: inhibitors; AID 624417, 2012; 410,000 compounds, 1.6% hits; Glucagon-like peptide 1 receptor (Homo sapiens), P43220; further: potency means the concentration at half of the fitted maximal effect; on the % scale 0 is the no-effect control and ±100 the full control effect; nearly all actives have a fitted effect of over 55% in size
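Using stably transfected HEK293 (constitutively active GLP-1R, cAMP-luciferase reporter), compounds were incubated 24 hr and luciferase measured by luminescence.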
Abeta yeast res: qHTS for compounds that reverse cellular toxicity of Amyloid beta (A-beta) peptide in yeast: Primary Screen; AID 1347071, 2019; yeast expressing A-beta42, growth rescue, OD600, 48 h; response scale: 0% DMSO, 100% iron-clioquinol control; Potency, µM (doses to about 46.1 µM), for inactives: top-dose growth rescue, hits mostly activators; 410,000 compounds, 0.063% hits; further: potency means the concentration at half of the fitted maximal effect; nearly all actives have a fitted effect of over 55% in size
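Yeast growth medium received pinned compounds, then yeast cells expressing toxic A-beta were added; plates incubated at 30 C for 48 hr. Growth read as absorbance at 600 nm, normalized to DMSO and equimolar FeCl3 plus clioquinol controls.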
FUS suppressor: qHTS for Suppressors of FUS Proteinopathy: Primary screen using FUS-linked yeast assay; S. cerevisiae FUS-expressing, growth rescue, OD600, 24 h; Potency, µM (doses to about 76.6 µM), for inactives: at the highest dose growth rescue (activation), actives largely listed as activators; 390,000 compounds, 0.24% hits;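 further: potency means the concentration at half of the fitted maximal effect; plate controls were DMSO vehicle for no effect and reference control for full effect; nearly all actives have a fitted effect of over 55% in size; some results filed as inactive show a strong effect at the top dose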
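Yeast expressing FUS under galactose induction, OD 0.005 in 2% galactose medium; compounds in a dilution series, 24 h at 30C. Growth rescue by absorbance at 600 nm; CP55940 positive control, DMSO negative.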
Akt phos inh: HTS Assay for Inhibitors of Akt Phophorylation: Primary Screen | activity change, % for hits at 50 µM | AID 651550, 2012 | 360,000 compounds, 0.32% hits | Neuro2A IGF-stimulated pAkt S473 HTRF, 20 min; stronger effect = lower value; in the data active means activity change below about -80%; inconclusive means mostly about -51% to -80%; further: on the % scale 0 is the no-effect control and ±100 the full control effect
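Neuro2A cells (4,500/well, DMEM with 0.5% FBS) were treated with compound at a single 50 µM final concentration, stimulated with 6 nM IGF for 20 min at 37 °C, and lysed. Phospho-Akt Ser473 was read by HTRF as 665/615 ratio ×10^4.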
PTHR1 ag: qHTS for PTHR1 Agonists: Primary Screen | Parathyroid hormone/parathyroid hormone-related peptide receptor (Homo sapiens), Q03431 | HEK293 GP2 PTHR1 cells, GloSensor cAMP luminescence, 1 h | Potency, µM (series often up to 115 µM), inactives show at the highest dose activation, most hits filed as activators | 410,000 compounds, 0.075% hits | AID 743266, 2014; further: potency means the concentration at half of the fitted maximal effect; nearly all actives have a fitted effect of over 55% in size; some results filed as inactive show a strong effect at the top dose; inactives centre near -15; many of its hits are not listed in these tables
Target sequence (Q03431 whole entry, looked up): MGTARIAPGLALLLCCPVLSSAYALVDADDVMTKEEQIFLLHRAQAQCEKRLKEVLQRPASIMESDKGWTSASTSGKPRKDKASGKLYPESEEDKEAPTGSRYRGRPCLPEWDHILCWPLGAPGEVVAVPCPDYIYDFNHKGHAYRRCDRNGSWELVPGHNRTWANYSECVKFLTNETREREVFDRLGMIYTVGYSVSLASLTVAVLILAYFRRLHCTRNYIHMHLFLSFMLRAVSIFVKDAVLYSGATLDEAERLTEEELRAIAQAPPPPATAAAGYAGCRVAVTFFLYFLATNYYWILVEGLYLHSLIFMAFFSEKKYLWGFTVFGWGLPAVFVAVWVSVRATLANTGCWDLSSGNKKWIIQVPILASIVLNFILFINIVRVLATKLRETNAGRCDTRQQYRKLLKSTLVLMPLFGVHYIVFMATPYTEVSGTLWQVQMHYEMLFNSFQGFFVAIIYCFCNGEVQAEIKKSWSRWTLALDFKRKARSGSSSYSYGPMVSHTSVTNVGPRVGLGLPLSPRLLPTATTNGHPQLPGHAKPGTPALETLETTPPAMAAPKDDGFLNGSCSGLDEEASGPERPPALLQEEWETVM
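HEK-293-derived GP2 cells expressing PTHR1 and a GloSensor cAMP reporter, 3,000/well, plated overnight, given luciferin plus IBMX (each 0.5 mM as added) for 1 h at 37 °C, then compound for 1 h at 37 °C. Luminescence was read after 15 min at room temperature.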
D3 antag: qHTS of D3 Dopamine Receptor Antagonist: qHTS; D(3) dopamine receptor (Homo sapiens), P35462; D3R cells, DiscoveRx beta-arrestin luminescence, antagonist mode; stronger effect = lower value; max response, negative = inhibition, %; 360,000 compounds, 2.5% hits; in the data active means max response below about -50%; inconclusive means no clear call, values can overlap the other calls; further: on the % scale 0 is the no-effect control and ±100 the full control effect; mostly tested at two doses, the higher about 12 µM
Target sequence (P35462 whole entry, looked up): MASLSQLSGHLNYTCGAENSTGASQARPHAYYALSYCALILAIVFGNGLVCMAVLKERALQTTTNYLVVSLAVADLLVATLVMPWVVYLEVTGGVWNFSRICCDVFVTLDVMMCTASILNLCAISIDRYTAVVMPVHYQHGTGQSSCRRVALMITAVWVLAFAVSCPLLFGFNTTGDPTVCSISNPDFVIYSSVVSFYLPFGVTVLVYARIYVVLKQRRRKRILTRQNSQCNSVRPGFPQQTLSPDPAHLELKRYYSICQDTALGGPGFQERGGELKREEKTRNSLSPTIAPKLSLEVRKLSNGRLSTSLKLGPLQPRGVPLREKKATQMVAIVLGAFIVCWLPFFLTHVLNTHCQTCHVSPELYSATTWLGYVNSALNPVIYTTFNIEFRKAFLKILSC
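Cells plated overnight at 1500 cells/well, then exposed to library compounds with dopamine controls for 90 minutes at 37 degrees C. DiscoveRx reagent added for 30–60 minutes at room temperature; luminescence read, quantitative HTS format.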
TDP43 rescue: qHTS of TDP-43 Inhibitors | TDP-43 expressing yeast growth rescue, BacTiter-Glo, 24 h | Potency, µM (titrated, usually from 46.1 µM), inactives show at the highest dose growth rescue (activation), usual class: activators | 410,000 compounds, 1.8% hits; further: potency means the concentration at half of the fitted maximal effect; % of control where 0% means no effect; nearly all actives have a fitted effect of over 50% in size
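Growth rescue of TDP-43-toxic yeast measured as ATP luminescence (BacTiter-Glo). Cells grown to mid-log in raffinose, induced in galactose at OD600=0.02, exposed to compound 24 hr at 30 deg C.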
The depositor's hits bear a star; i = inactive; ? = inconclusive; · = no result given; [ ] = remark or other dose. Unless noted, the call rests on the fitted dose curve; in most records, active means well fitted curve in the direction sought with a large enough effect; inconclusive means small, poorly fitted or top-dose-only effect, or another doubt; inactive means no such curve, though single readings can be large; an effect the other way counts as inactive or inconclusive.

The line under a structure holds: aSyn yeast inh | GLP1R ag | GLP1R inv ag | Abeta yeast res | FUS suppressor | Akt phos inh | PTHR1 ag | D3 antag | TDP43 rescue
- COc1ccccc1NC1=NCCS1
    -3% | 1% | 9% | 9% | 4% | i | 0%[57.5 µM] | 6 | -16%
- CC(Cc1ccccc1Sc1ccc(O)cc1)N(C)C (centres undefined)
    11% | 2% | ? | -2% | -4% | i | i | -52* | -15%
- CSc1nnc([C@@H](N)Cc2ccccc2)o1
    0% | 22% | 0% | 2% | 20% | i | i | 3 | 20%
- COc1ccc(CN2C(=O)CC(=O)NC2=S)cc1
    5% | -6% | 19% | 4% | 14% | i | -16% | -1 | ?
- O=C(C1CC(c2ccc(Cl)c(Cl)c2)=NO1)N1CCC2(CC1)OCCO2 (centres undefined)
    29% | 0% | 13% | -15% | 1% | i | -16%[57.5 µM] | 9 | -29%
- N=C(N)c1c(O)n(C2CCCCC2)c(=O)n(C2CCCCC2)c1=O
    1% | -38%[inhibitor] | 4.5µM* | 12% | 4% | i | -8% | 28 | ?
- Nc1c(C(=O)OC2CCCCC2)c2nc3ccccc3nc2n1CC1CCCO1 (centres undefined)
    3% | 7% | 1% | -16% | 30% | i | i | -9 | 28µM*
- COc1ccc(CCn2c(O)c(C=Nc3ccc(NC(C)=O)cc3)c(=O)[nH]c2=O)cc1OC
    4% | 14% | 1% | -2% | 11% | i | i | 9 | -6%[1.82 µM]
- CC(=NCCCN1CCOCC1)c1c(O)n(Cc2ccccc2)c(=O)[nH]c1=O
    -1% | 0% | 2% | 8% | -6% | i | 1%[57.5 µM] | -27 | 14%
- O=C1C2C3CCC(O3)C2C(=O)N1c1cccc(F)c1 (centres undefined)
    6% | -7% | 7% | -28% | 12% | i | 3% | -4 | 5%
- COc1ccc(CC2(CCc3ccccn3)C(=O)NC(=O)N(c3ccccc3C)C2=O)cc1OC (centres undefined)
    1% | 7% | 16% | -10% | 15% | i | i | 24 | -12%[9.22 µM]
- CN(C)c1ccc(/C=C2\C(=O)NC(=O)N(CCc3ccc(F)cc3)C2=O)cc1
    4% | 0% | 10% | 12% | 13% | i | i | -6 | 9%
- CN1C(=O)C(Cc2nc3ccccc3c(=O)n2-c2ccccc2)c2ccccc21 (centres undefined)
    1% | 10% | 0% | 0% | 36% | i | ? | -18 | -1%
- Clc1ccc(C(Cn2ccnc2)OCc2csc3c(Cl)cccc23)c(Cl)c1 (centres undefined)
    ? | 8% | ? | -82%[inhibitor] | 8% | i | -40%[inhibitor] | 0 | -21%
- Oc1ccc(Cl)c(Cl)c1
    10% | 2% | -2% | -10% | -30% | i | -50%[inhibitor] | 4 | 11%
- O=c1[nH]c(=O)n(Cc2ccco2)c(O)c1C=NC1CC1
    1% | 12% | 20% | 1% | 25% | i | -10%[57.5 µM] | -16 | -5%
- COC(=O)c1ccc(N2C(=O)CC(N3CCC(n4c(=O)[nH]c5ccccc54)CC3)C2=O)cc1 (centres undefined)
    -31%[inhibitor] | -1% | 3% | -93%[inhibitor] | -9% | i | -96%[inhibitor] | -21 | 5%
- Cc1ccc(CNC(=O)c2ccc(CSc3nc4ccncc4n3Cc3ccc(C)cc3)cc2)cc1
    · | · | -28% | -12% | ? | · | -29% | · | 1%
- O=c1c2ccccc2nc(-c2ccco2)n1-c1cccnc1
    -10% | -1% | -5% | -4% | 2% | i | -14% | -30 | -10%
- CN1CCc2nc3sc(C(=O)NC(C)(C)C)c(N)c3cc2C1
    -30% | 13% | 39%[activator] | 16% | ? | i | 23% | -11 | ?

New compounds follow
The line under a structure holds: aSyn yeast inh | GLP1R ag | GLP1R inv ag | Abeta yeast res | FUS suppressor | Akt phos inh | PTHR1 ag | D3 antag | TDP43 rescue
- CN(C)c1ccc(C(O)P(=O)(OC2CCCCC2)OC2CCCCC2)cc1 (centres undefined)
    0% | 16% | ? | -8% | 31% | i | i | 3 | -28%
- Cc1cc(Br)c(NC(=O)CN2CC=C(c3ccccc3)CC2)c(Br)c1
    6% | 26% | ? | 3% | 43% | i | i | 4 | -17%
- Cc1nc2ccccc2c(=O)n1-c1cccc(O)c1
    -3% | 15% | 24% | 2% | 4% | i | -20%[57.5 µM] | 6 | 5%
- CC(=O)OC1CC[C@]2(C#N)[C@H]3CC[C@]4(C)[C@H](C5C=CC(=O)O5)CCC4(O)C3CCC2(O)C1 (some centres undefined)
    -2% | -7% | ? | -4% | -28% | i | i | -9 | 2%
- CCN1C[C@]2(COC)CC[C@H](OC)[C@@]34C1[C@]1(OCO[C@@]15C[C@H](OC)[C@H]1C[C@@H]3[C@@H]5[C@H]1OC)[C@@H](O)[C@H]24
    1% | -5% | 0% | 2% | -25% | i | -17% | 37 | 0%
- Cn1c(O)c(C=NCCN2CCNCC2)c(=O)[nH]c1=O
    -2% | -15% | -7% | 1% | 8% | i | i | -7 | 7%
- CC(=NCc1ccco1)c1c(O)n(-c2ccc(Cl)cc2)c(=O)[nH]c1=O
    -1% | 5% | 8% | 2% | -16% | i | -17% | -13 | -9%
- COc1ccc(-n2nnnc2C(CCSC)N2CCC3(CC2)C(=O)NCN3c2ccccc2)cc1 (centres undefined)
    2% | 13% | -14% | 5% | ? | i | -20% | 27 | 23%
- CCOC(=O)C(O)(c1ccc(N)c(OC)c1)C(F)(F)F (centres undefined)
    10% | 14% | -6% | -24% | · | i | -18% | 34 | 21%
- COC(=O)C1=C(c2ccc(OC)c(OC)c2)C[C@@H]2CC[C@H]1N2C(=O)NCCO
    -4% | -6% | 10% | 1% | -25% | i | i | 11 | 8%
- COC(=O)CC1Oc2ccc(C)cc2-n2cc(-c3ccc(F)cc3)nc21 (centres undefined)
    · | 1% | -10% | -13% | 27% | · | -38%[inhibitor] | · | 6%
- Cc1cccnc1NC1=NCC(C)S1 (centres undefined)
    -1% | 10% | 6% | -13% | -13% | i | i | -8 | 8%
- O=P(Oc1ccccc1)(N1CCOCC1)N1CCOCC1
    11% | 12% | 2% | 0% | -9% | i | -16% | 4 | -23%
- O=C(c1ccc2c(c1)N(Cc1ccc(F)cc1Cl)C(=O)c1ccccc1S2)N1CCC2(CC1)OCCO2
    · | · | ? | -29% | 41% | · | -15% | · | 18µM*
- CN(C(=O)CSc1nc2ccc(NC(=O)COc3ccc(Cl)cc3)cc2s1)c1ccccc1
    · | · | 5.6µM* | -5% | ? | · | -42% | · | 18%
- COC(=O)CCCNC(=O)CN1CC(c2ccccc2)CC1=O (centres undefined)
    0% | -8% | 4% | 0% | -4% | i | i | 0 | 21%
- CN1C(C(=O)NCc2cccc(C(F)(F)F)c2)CC2Cn3c(nc4cc5ccccc5cc43)C21 (centres undefined)
    0% | -4% | ? | -2% | 18% | i | -26% | 13 | 15%
- CCOC(=O)c1cc2c(cn1)[C@H](CCO)NC2
    7% | -5% | 17% | -9% | -13% | i | i | 0 | 9%
- O=C(Cn1c(=O)oc2cc(S(=O)(=O)N3CCCCCC3)ccc21)NCc1ccccc1Cl
    · | · | ? | -14% | ? | · | -50%[inhibitor] | · | -3%
- CCC(=O)C(CCN1CCOCC1)(c1ccccc1)c1ccccc1
    4% | 0% | ? | 2% | 7% | i | i | -15 | -6%

More records.
The line under a structure holds: aSyn yeast inh | GLP1R ag | GLP1R inv ag | Abeta yeast res | FUS suppressor | Akt phos inh | PTHR1 ag | D3 antag | TDP43 rescue
- CCOC(=O)c1ccc(N2Cc3ccccc3C2=NC(=O)c2cccc([N+](=O)[O-])c2)cc1
    3% | 15% | 32%[activator] | -15% | 12% | i | i | 9 | 5%
- COc1cc(OC)c(OC)cc1CN1CCc2nc(N3CCN(c4ccccc4F)CC3)ncc2C1
    · | · | -7% | -4% | -7% | · | -35%[inhibitor] | · | 7%
- CC(C)CCNc1nnnc2c1sc1nc(N3CCOCC3)c3c(c12)CC(C)(C)SC3
    -10% | 10% | ? | -5% | 11% | i | -10% | 3 | -3%
- Cc1ccc(CN(Cc2ccccc2)C(=S)NCC(=O)N2CCC3(CC2)OCCO3)o1
    4% | -11% | -11%[0.307 µM] | 20% | 27% | i | i | 2 | -3%
- CN(C)CP(=O)(Nc1ccccc1)N(C)C (centres undefined)
    0% | -9% | 1% | -12% | 17% | i | 17%[57.5 µM] | 0 | -2%
- CCOC(=O)C1CCN(/C=C2\C(=O)NC(=S)N(CC)C2=O)CC1
    0% | -2% | 11% | -7% | -19% | i | -1% | 23 | 4%
- COC(=O)C1=C(c2c(C)noc2C)C[C@@H]2CC[C@H]1N2C(=O)N1CCCC1
    -1% | 4% | 7% | 5% | -3% | i | i | 6 | 8%
- CCOc1cc(C=C2C(=O)NC(=O)NC2=O)ccc1OS(=O)(=O)c1ccccc1
    0% | -8% | -28% | 13% | -7% | i | i | -8 | 11%
- N#Cc1ccc(NC(=S)N2Cc3ccccc3-n3nncc3C2)cc1
    29% | 0% | -27% | 3% | 11% | i | -31% | -8 | 13%
- CCCOP(=O)(c1ccc(N(C)C)cc1)C(O)c1ccc(Cl)cc1Cl (centres undefined)
    12% | 16% | ? | 22% | 34% | i | 0% | -3 | -13%
- O=S(=O)(c1ccc(Cl)cc1)N1Cc2cc(Br)ccc2-n2nncc2C1
    4% | -6% | -4% | -12% | 19% | i | -15% | 0 | 20µM*

Not all compounds are listed; count on the stated rates, not on these rows.
